BRCA1 expr up – qHTS Assay to Identify Small Molecule Activators of BRCA1 Expression | MCF7-BRCA1-FFLuc reporter, luminescence, 48 h; response scale: scaled: vehicle 0%, 10 µM genistein 100% | Potency, µM (series often up to 46.1 µM), inactives show at the top dose activation, actives largely listed as activators | 1.1% of 380,000 active | AID 624202, 2012; further: potency means the concentration at half of the fitted maximal effect; nearly all actives have a fitted effect of over 80% in size; some results filed as inactive show a strong effect at the top dose
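MCF7 cells carrying a BRCA1-firefly luciferase reporter (2000 cells/well, phenol-red free MEM) were attached for 2 h at 37 °C, then given compounds for 48 h. Luminescence was read 15 min after luciferase reagent; activity normalized to genistein (10 microM) and DMSO.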
B2AR arrestin – qHTS assay of beta-arrestin-biased ligands of beta2-adrenergic receptor; beta-arrestin recruitment to beta2AR, cell-based reporter; Potency, µM (highest dose often 46.1 µM), inactives show top-dose activation, most hits filed as activators; 0.02% of 330,000 active;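 further: potency means the concentration at half of the fitted maximal effect; 0% = DMSO controls and full agonism = EC100 isoproterenol or metaproterenol; nearly all actives have a fitted effect of over 65% in size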
PTAP TSG101 blk – qHTS Assay for Iinhibitors of HIV-1 Budding by Blocking the Interaction of PTAP/TSG101 | Fluorescence polarization, FITC-PTAP peptide / Tsg101 binding | Potency, µM (titrated, usually from 115 µM), for inactives: at the top dose activity change, negative = inhibition, most hits filed as inhibitors | 340,000 tested, under 10 active; active means well fitted inhibition curve with a large enough effect in the main read-out, with a control signal flat, not every such curve was filed as active; inconclusive means small, poorly fitted or top-dose-only effect, or effect the other way, or a change in a side signal; inactive means no such curve, though single readings can be large or run the other way; further: potency means the concentration at half of the fitted maximal effect; % of control where 0% means no effect
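Fluorescence polarization binding of Tsg101 binding domain (10 uM final) to FITC-labeled PTAP peptide (50 nM final) in HEPES pH 7.5 buffer with NaCl, Tween 20, EDTA, TCEP. Compounds added before peptide; binding 20 min at RT.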
TRPV1 ag – HTS Assay for Compounds that Act as Agonists of the Vanilloid Receptor 1 | Transient receptor potential cation channel subfamily V member 1 (Homo sapiens), Q8NER1 | TRPV1-expressing cells, Fluo-8 calcium influx, agonist mode | activation, % at 8.33 µM | 0.19% of 320,000 active | AID 540275, 2011; in the data active means activation above about 80%; inconclusive means between about 30% and that limit; further: 0% is about no effect
Target sequence (Q8NER1 whole entry, looked up): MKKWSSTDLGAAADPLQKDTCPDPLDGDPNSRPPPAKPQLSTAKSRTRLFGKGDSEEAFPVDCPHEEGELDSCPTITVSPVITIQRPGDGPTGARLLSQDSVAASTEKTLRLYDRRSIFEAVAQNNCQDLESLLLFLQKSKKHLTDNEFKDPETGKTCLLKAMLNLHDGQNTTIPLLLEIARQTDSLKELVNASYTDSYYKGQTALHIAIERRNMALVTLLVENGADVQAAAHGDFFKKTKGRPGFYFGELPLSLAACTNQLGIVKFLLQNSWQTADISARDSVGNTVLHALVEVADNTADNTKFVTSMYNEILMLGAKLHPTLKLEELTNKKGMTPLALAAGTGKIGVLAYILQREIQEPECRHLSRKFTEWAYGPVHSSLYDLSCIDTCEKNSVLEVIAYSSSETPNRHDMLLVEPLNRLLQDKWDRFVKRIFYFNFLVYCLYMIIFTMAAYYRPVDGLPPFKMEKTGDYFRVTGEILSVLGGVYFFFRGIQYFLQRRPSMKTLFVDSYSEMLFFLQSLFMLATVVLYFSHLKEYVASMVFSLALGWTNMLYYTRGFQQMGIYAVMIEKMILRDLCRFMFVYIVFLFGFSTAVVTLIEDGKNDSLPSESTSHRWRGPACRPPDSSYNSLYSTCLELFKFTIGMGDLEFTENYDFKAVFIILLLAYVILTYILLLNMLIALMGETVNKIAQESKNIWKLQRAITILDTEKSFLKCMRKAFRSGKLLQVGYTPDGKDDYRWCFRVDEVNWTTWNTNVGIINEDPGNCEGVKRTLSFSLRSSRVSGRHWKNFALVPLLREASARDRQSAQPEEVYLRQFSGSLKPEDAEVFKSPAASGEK
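Fluo-8 calcium influx in TRPV1-expressing cells, kinetic read (ex 480/em 520 nm). Compound added and read 3 min for agonist activity, followed by capsaicin at EC20 final and 2 min further read for enhancement.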
CXXC DNA block – qHTS Fluorescence Polarization Assay for Inhibitors of MLL CXXC domain - DNA interaction; 0.037% of 290,000 active; MLL-CXXC / FITC-HOXA9 DNA fluorescence polarization; Potency, µM (highest dose often 115 µM), for inactives: at the top dose activity change, negative = inhibition, actives largely listed as inhibitors; Histone-lysine N-methyltransferase 2A (Homo sapiens), Q03164; active means well fitted inhibition curve with a large enough effect in the polarisation, with a control signal flat, not every such curve was filed as active; inconclusive means small, poorly fitted or top-dose-only effect, or effect the other way, or a change in a side signal; inactive means no such curve, though single readings can be large or run the other way; the % refers to the polarisation; further: potency means the concentration at half of the fitted maximal effect
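Fluorescence polarization: 7 uM MLL-CXXC (stock) preincubated 5 min with compounds, then 50 nM fluorescein-HOX-A9 DNA (stock) added; 30 min ambient. Buffer 50 mM Tris-HCl pH 7.5, 50 mM NaCl, 1 mM DTT, 0.05% BSA.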
a7 integrin act – qHTS for Activators of Integrin-Mediated Alleviation for Muscular Dystrophy; Potency, µM (top dose mostly 38.3 µM), inactives show top-dose activation, hits mostly activators; 0.064% of 350,000 active; alpha7betagal myoblasts, beta-gal FDG fluorescence, 48 h;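 further: potency means the concentration at half of the fitted maximal effect; 100% = response of the positive control SU9516; nearly all actives have a fitted effect of over 60% in size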
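Alpha7betagal+/- myoblasts (passage 13) were plated 16-24 hr, then exposed to compounds (1:260 dilution of DMSO stock) for 48 hours at 37C. After MPER lysis, β-galactosidase reporter activity was read as FDG fluorescence (ex 480/em 540) after 30 minutes.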
TCR activator – Activators of T cell receptors: qHTS campaign | 330,000 tested, under 10 active | AID 504894, 2011 | Potency, µM (doses to about 9.22 µM), for inactives: at the top dose activation of IL-2 secretion, most hits filed as activators | primary human leukocytes, anti-CD3, IL-2 HTRF, 48 h; further: % of control where 0% means no effect
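IL-2 produced over 48 hr by a-CD3 bead-stimulated primary human leukocytes exposed to compounds was detected with a homogeneous time-resolved FRET immunoassay, 665nm acceptor signal after 320nm excitation.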
A-T KAP1 phos – qHTS Assay for Identifying a Potential Treatment of Ataxia-Telangiectasia; […] A-T fibroblasts, KAP-1 phosphorylation AlphaLISA; neocarzinostatin DNA damage 30 min before lysis; 0.19% of 320,000 active; Potency, µM (highest dose often 57.5 µM), inactives show at the top dose activation, most hits filed as activators; further: potency means the concentration at half of the fitted maximal effect; % of control where 0% means no effect; nearly all actives have a fitted effect of over 45% in size
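ATM-like activity read as KAP-1 phosphorylation via AlphaLISA donor/acceptor antibody pairs after lysis and 6 hr at 25C. Cells were ATM-null patient fibroblasts ([…], hTERT), dosed 60 min, then exposed to the DSB inducer NCS for 30 min.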
ELG1 DNA repair – qHTS screen for small molecules that inhibit ELG1-dependent DNA repair in human embryonic kidney (HEK293T) cells expressing luciferase-tagged ELG1; Potency, µM (series often up to 46.1 µM), inactives show at the top dose activity change, negative = inhibition, most hits filed as inhibitors; HEK293T ELG1-luciferase reporter, luminescence, 16 h; DNA damage induced by 5-fluorouridine; 2.3% of 330,000 active; AID 504467, 2011; further: potency means the concentration at half of the fitted maximal effect; on the % scale 0 is the no-effect control and ±100 the full control effect; nearly all actives have a fitted effect of over 55% in size
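DMSO vehicle served as the neutral condition. Each well held 2,000 cells given 5-fluorouridine plus compound; after 16 hr at 37 °C/5% CO2, ONE-Glo was added and luciferase measured 30 min later.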
p53 reactivator – qHTS assay for re-activators of p53 using a Luc reporter. H1299 p53-A138V BP100-luciferase reporter, luminescence, 24 h. Potency, µM (titrated, usually from 92.2 µM), for the others: at the highest dose activity change, positive = activation, most hits filed as activators. 0.063% of 320,000 active; further: potency means the concentration at half of the fitted maximal effect; % of control where 0% means no effect; nearly all actives have a fitted effect of over 45% in size
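H1299 (p53-null), stable ts p53-A138V + BP100-Luc; 1000 cells/well, Opti-MEM/10% FBS; cpd 4 pt, 1:5; 24 h, 37 deg C, 5% CO2; detection reagent 10 min RT; luminescence.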
* = called active by the depositor; ? = inconclusive; · = no result given; [ ] = another dose, or the depositor's remark. Unless noted, the call rests on the fitted dose curve; in most records, active means well fitted curve in the direction sought with a large enough effect; inconclusive means small, poorly fitted or top-dose-only effect, or another doubt; inactive means no such curve, though single readings can be large; an effect the other way counts as inactive or inconclusive.

| Compound | PTAP TSG101 blk | BRCA1 expr up | p53 reactivator | B2AR arrestin | TRPV1 ag | TCR activator | CXXC DNA block | A-T KAP1 phos | ELG1 DNA repair | a7 integrin act |
| --- | --- | --- | --- | --- | --- | --- | --- | --- | --- | --- |
| CC(=O)Oc1cccc(N2C(=O)c3ccc(C(=O)O)cc3C2=O)c1 | -7.9% | -12.0% | -4.0% | 0.3% | 0.0 | -6.8% | 13.2% | -10.1% | 0.0% | 7.0%[7.66 µM] |
| COc1ccc(O[C@H]2C=C[C@@H](c3ccccc3)O[C@@H]2CO/N=C(\C)CCN2CCc3nc(-c4ccccc4)c(-c4ccccc4)cc3C2)cc1 | · | · | 1.4% | -0.3% | 3.6 | · | 3.2% | 2.9% | -15.9% | · |
| Cc1ccc(CN2CCN(Cc3nc4ccccc4nc3C)CC2CCO)cc1 (configuration not stated) | -3.8% | -39.3% | 1.9% | 0.2% | -1.0 | 3.3% | 14.8% | 5.3% | -25.2% | -8.2% |
| COc1ccc(-c2csc(N(CCCN(C)C)C(=O)c3ccccc3C)n2)cc1 | 1.2% | -31.3% | · | -0.9% | -0.4 | 3.7% | 57.2%[activator] | 3.3% | ? | -40.0% |
| COc1ccccc1NC(=O)CN1CCN(S(=O)(=O)c2ccc(Br)cc2)CC1 | 1.3% | -17.4% | 21.8% | -0.2% | 5.7 | 2.3% | 21.3% | 5.1% | 5.6% | 1.8% |
| Cc1cc(NC(=O)CCC(=O)N(Cc2ccco2)C2(C(=O)NC3CCCC3)CCCCC2)no1 | 0.8% | -10.0% | -0.7% | -1.1% | 1.4 | -5.4% | -5.6% | -1.0% | 3.4% | · |
| CCOc1ccccc1CNC(=O)C1CCCN(c2nnc(C)c3c(C)n(-c4ccccc4)nc23)C1 (configuration not stated) | -8.3% | -41.4% | ? | 0.1% | 22.4 | 8.3% | 18.2% | -3.4% | ? | -50.6%[inhibitor] |
| COc1ccc(NS(=O)(=O)c2cc(NC(=O)c3ccc(Cl)cc3)ccc2N2CCOCC2)cc1 | 0.8% | -46.4% | -14.4% | -0.1% | · | -5.6% | · | -37.6% | 9.2µM* | -25.2% |
| CC(=O)c1ccc(OCC(=O)NCC(c2ccco2)N2CCCCC2)cc1 (configuration not stated) | -2.6% | -18.9% | 0.4% | 0.2% | -1.6 | 4.4% | -5.2% | 0.5% | 13.9% | 3.5% |
| O=C(CN(C(=O)CCC(=O)Nc1nccs1)c1ccccc1F)NCC1CCCO1 (configuration not stated) | 1.8% | -3.9% | -4.8% | 0.1% | 1.1 | 1.9% | 6.9% | -1.3% | -0.6% | 0.1% |
| CN1CCN(CC#CCn2c3ccccc3c3ccccc32)CC1 | -4.2% | -30.6% | -6.3% | -0.1% | -1.3 | -0.2% | 9.5% | 5.0% | 7.5% | -57.7%[inhibitor] |
| Cc1ccccc1NC(=O)C1=CC=CN2CCS(=O)(=O)N=C12 | -6.0% | -4.1% | -1.5% | -3.7% | 0.6 | · | · | -2.5% | 8.0% | 7.1% |
| C/C(=N\NC(=O)Cc1ccc(O)cc1)c1cccnc1 | 0.1% | -1.5% | ? | -0.4% | -1.9 | 0.9% | 4.1% | -9.0% | 8.8% | ? |
| O=C(COc1ccc(Cl)cc1)Nc1nc(-c2ccc(S(=O)(=O)N3CCOCC3)cc2)cs1 | -0.4% | -7.3% | -2.6% | 0.3% | -2.8 | 3.3% | 15.7% | -3.3% | ? | 16.6% |
| CN(Cc1ccc(Cl)c(Cl)c1)C(=O)CN1C(=O)NC2(CCCC2)C1=O | 0.0% | -12.7% | -3.9% | 0.1% | -1.8 | -25.5% | · | 5.2% | 8.7% | -15.0% |
| COC(=O)c1cc(C#N)c(N(C)Cc2ccccc2)nc1C | 0.0% | 57.5% | 4.1% | -0.1% | 4.5 | -7.8% | 4.8% | -1.0% | -3.4% | 40.5% |
| COc1ccc(-c2nnc(SCC(=O)Nc3ccc(C(=O)O)cc3)n2-c2ccc(Cl)cc2)cc1 | -1.8% | -9.7% | -2.2% | -0.1% | 3.3 | 1.1% | 23.0% | 1.6% | -4.4% | 29.4% |
| CCOC(=O)CC1OC(=O)c2cc3c(cc21)C(=O)OC3CC(=O)OCC (configuration not stated) | 0.4% | 3.9% | -2.8% | -0.1% | 2.2 | -4.3% | 6.6% | 3.8% | 8.5% | 21.8% |
| COC(=O)c1ccc(CSc2ccccc2C)o1 | -1.6% | 9.3% | 6.8% | 0.4% | 4.4 | -4.2% | 1.4% | -7.7% | ? | 1.7% |
| COc1ccc(CCN(C)C2CCCN(C(=O)Cn3cccn3)C2)cc1OC (configuration not stated) | -6.5% | -22.0% | 3.9% | -0.2% | 2.6 | -2.3% | ? | -0.6% | -18.3% | 9.1% |
| CN(CC(=O)Nc1c(Cl)cccc1Cl)C(=O)c1ccccc1-c1nc2ccccc2s1 | -3.6% | -25.6% | -9.8% | -0.3% | 7.2 | -1.3% | · | -5.5% | ? | -3.7% |
| C=CCn1c(=N)n(CC(=O)O)c2ccccc21 | -4.9% | -5.2% | -1.2% | 0.5% | 1.4 | 0.8% | -0.2% | 0.9% | -8.1% | -10.1% |
| Cc1ccc(NC(=O)COc2ccc3c(c2)CCC3)nc1 | -0.5% | 1.0% | 17.5% | 0.2% | -4.9 | 4.1% | · | 5.3% | ? | 11.8% |
| Cc1ccc(OCc2cc(C(=O)N3CCC(Oc4cccnc4)CC3)no2)cc1C | 0.0% | 4.8% | 11.5% | 0.5% | 9.5 | -3.5% | -0.9% | 6.6% | -20.9% | -63.6%[inhibitor] |
| N#Cc1c(-c2ccccc2)cc(-c2ccccc2)nc1Br | -2.7% | -32.6% | -14.5% | -0.7% | -2.8 | -0.6%[46.1 µM] | 7.0% | 8.4% | 3.0% | ? |
| CC(C)CN(C(=O)COC(=O)Cc1c[nH]c2ccccc12)C1CCS(=O)(=O)C1 (configuration not stated) | -7.4% | 35.8% | -4.7% | 0.5% | -2.9 | · | 1.2% | -1.2% | 2.6% | -17.2% |
| CC(=O)OCC1OC(Sc2cccc3cccnc23)C(OC(C)=O)C(OC(C)=O)C1OC(C)=O (configuration not stated) | -3.9% | -17.5% | -7.5% | 0.0% | -0.2 | -0.1% | -1.6% | 2.7% | -15.2% | -55.3%[inhibitor] |
| Oc1ccccc1C=NNC(=S)Nc1ccc(F)cc1 | -1.6% | -47.1% | · | · | · | -2.7% | · | · | · | -40.5% |
| COc1ccc(OC)c(C2NC(=S)NC3=C2N2CCC3CC2)c1 (configuration not stated) | -2.1% | -20.7% | -1.6% | -0.8% | -3.3 | -2.8% | 0.5% | 1.8% | 1.5% | -15.4% |
| CC(=O)Nc1ccc(NC(=O)CC2(CC(=O)N3CCOCC3)CCCC2)cc1 | -2.1% | -1.9% | 13.4% | -0.3% | -2.8 | -0.7% | · | 4.6% | 28.7% | 2.7% |
| C=CCNC(=O)c1ccc2c(c1)nnn2C | -6.0% | -0.8% | -1.3% | 0.6% | -5.3 | · | 6.8% | 6.3% | 11.2% | 6.0% |
| O=S(=O)(c1ccc2c(c1)OCCO2)N1CCC(n2nnc3cc(C(F)(F)F)ccc32)CC1 | 4.5% | 0.0% | -0.6% | 0.0% | 1.0 | 7.2% | 6.0% | 1.0% | ? | -40.0% |
| COc1ccc(CN(CC(O)COc2cccc3[nH]cc(C)c23)C(C)(C)C)cc1 (configuration not stated) | -4.5% | -16.1% | -2.0% | -0.7% | 1.7 | 5.1% | 13.7% | -4.4% | -2.8% | -16.1% |
| Nc1ccc(-c2c3ccc(=O)cc-3oc3cc(O)ccc23)cc1C(=O)O | ? | -11.6% | 6.5% | 0.4% | 93.3* | -7.9% | ? | -10.5% | -1.8% | -42.6% |
| Fc1cccc(Cc2noc(CN3CCCCC3CCc3ccccn3)n2)c1 (configuration not stated) | -8.7% | -19.4% | -1.1% | -0.9% | 20.2 | 4.4% | -9.3% | -4.5% | ? | 0.0% |

Bioassay records from PubChem BioAssay.
